Source: PubChem
Scp1 inh: inhibitors of human Scp-1 phosphatase; 0.88% of 340,000 active; Q9GZU7; Recombinant Scp1, phosphopeptide, malachite green phosphate absorbance; inhibition, % at 20 µM;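 active = inhibition above about 50% at 20 µM, limit read from the data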;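 also: plate controls were DMSO wells with enzyme for no effect and wells lacking enzyme for full effect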
Target sequence (Q9GZU7 76-261 limits assumed): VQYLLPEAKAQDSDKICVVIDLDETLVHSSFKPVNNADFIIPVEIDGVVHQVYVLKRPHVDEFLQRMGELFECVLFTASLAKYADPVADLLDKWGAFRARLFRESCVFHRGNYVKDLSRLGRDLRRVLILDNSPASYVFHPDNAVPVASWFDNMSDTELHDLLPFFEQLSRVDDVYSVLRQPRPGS
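Assay system: SCP-1 catalytic fragment, aa 76-261 | Buffer or medium: Tris acetate buffer pH 5.5 with MgCl2 and Tween-20 | Compound: One concentration, 20 µM, with 1.0% DMSO | Also added: Phospho 17-mer peptide substrate | Signal: Absorbance at 630 nm | Incubation: 45 min enzyme reaction at room temperature | Measure: % inhibition of SCP-1 phosphate liberation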
SUMO1-SIM PPI: SUMO1-SIM interaction modulation; P63165; SUMO1 binding to a labelled peptide, TR-FRET, 1 h; inhibition, % at 20 µM; 0.33% of 360,000 active; in the data active = inhibition above about 37%
Target sequence (P63165 whole entry, looked up): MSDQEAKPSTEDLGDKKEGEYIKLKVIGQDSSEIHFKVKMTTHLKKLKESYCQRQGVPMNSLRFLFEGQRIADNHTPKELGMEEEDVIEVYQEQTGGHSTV
NRP1-CendR mod: alters CendR peptide binding to human NRP-1; O14786; inhibition, % at 25 µM; FAM-RPARPAR peptide binding to NRP-1, fluorescence polarization; 0.85% of 360,000 active; AID 602438;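 active = inhibition or corrected inhibition above about 18%, plus a signal ratio from 0.5 to 1.5, limit read from the data, passing the limit was not always enough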; also: strong numbers were not always called active
SKN-1 block: C. elegans SKN-1 inhibition; C. elegans VP596 Pgst-4::GFP/RFP ratio, acrylamide-induced, 24 h; inhibition, % at 21.8 µM; 0.49% of 360,000 active; AID 624304;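 active = interference check ratio from 0.5 to 1.5 plus GFP to RFP signal ratio inhibition reaching or exceeding a fixed threshold, cut at about 30% in these data, passing the limit was not always enough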; also: some compounds called inactive have numbers as strong as hits
DNMT1 block: inhibitors of human DNMT1; inhibition (reported as % activation of signal), % at 10 µM; AID 588458; DNMT1 molecular beacon, Hinp1I cleavage, fluorescence; 0.83% of 360,000 active; P26358; in the data active = inhibition above about 50%
NadD block: inhibitors of Staphylococcus aureus NadD. purified NadD enzyme, colorimetric absorbance read-out. inhibition, % at 20 µM. 0.78% of 360,000 active; in the data active = inhibition above about 26%; also: some compounds past the cut are filed as inactive
STEP block: blocks human striatal-enriched tyrosine phosphatase | inhibition, % at 20 µM | recombinant STEP, OMFP fluorogenic substrate, fluorescence | AID 588621 | P54829 | 0.25% of 360,000 active;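 active = inhibition at 20 µM, scaled per plate between control wells, above about 37%, limit read from the data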;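 also: 0% = DMSO with enzyme and substrate and 100% = substrate only without enzyme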
Target sequence (P54829 whole entry, looked up): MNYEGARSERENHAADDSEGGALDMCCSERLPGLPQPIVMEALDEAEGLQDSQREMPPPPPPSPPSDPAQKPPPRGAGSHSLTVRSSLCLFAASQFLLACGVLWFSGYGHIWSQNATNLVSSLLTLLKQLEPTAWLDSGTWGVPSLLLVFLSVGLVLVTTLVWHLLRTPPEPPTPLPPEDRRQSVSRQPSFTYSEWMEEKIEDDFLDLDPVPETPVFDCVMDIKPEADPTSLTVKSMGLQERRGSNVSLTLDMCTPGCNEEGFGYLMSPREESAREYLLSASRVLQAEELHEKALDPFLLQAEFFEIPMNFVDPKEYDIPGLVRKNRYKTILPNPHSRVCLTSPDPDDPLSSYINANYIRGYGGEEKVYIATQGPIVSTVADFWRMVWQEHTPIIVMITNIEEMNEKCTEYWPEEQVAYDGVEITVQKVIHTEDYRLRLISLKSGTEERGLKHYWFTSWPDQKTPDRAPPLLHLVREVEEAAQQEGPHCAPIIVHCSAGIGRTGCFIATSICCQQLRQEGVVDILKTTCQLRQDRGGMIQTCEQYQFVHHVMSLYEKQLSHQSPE
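System: STEP phosphatase, cell-free reaction; Buffer or medium: Bis-Tris pH 6.0 buffer with DTT, detergent; Incubation: 20 min at room temperature, dark; Measured by: fluorescence, 480/540 nm.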
Neddyl block: inhibitors of human cullin neddylation; calls only at 25 µM; 0.58% of 360,000 active; P61081+Q13564; TR-FRET cullin neddylation, biochemical; in the data active = inhibition above about 36%
LMPTP block: LMPTP (human) inhibition; P24666; recombinant LMPTP-A, OMFP fluorogenic substrate, fluorescence intensity; inhibition, % at 20 µM; 0.22% of 360,000 active;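 active = compounds that cut the enzyme signal by at least half of the control window in the single-dose screen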;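 also: plate controls were DMSO wells with enzyme plus substrate for no effect and substrate without enzyme for full effect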
Target sequence (P24666 whole entry, looked up): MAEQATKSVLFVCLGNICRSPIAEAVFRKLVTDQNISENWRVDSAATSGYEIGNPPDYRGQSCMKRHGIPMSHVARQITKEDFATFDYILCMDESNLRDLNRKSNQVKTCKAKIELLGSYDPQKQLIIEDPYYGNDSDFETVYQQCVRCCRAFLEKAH
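Test system: LMPTP-A phosphatase enzyme. Amount: LMPTP-A at 0.625 nM final in the reaction. Reagent: OMFP substrate, 400 µM final. Times: 50 min at room temperature. Signal: endpoint fluorescence intensity from OMFP dephosphorylation. Read-out basis: % inhibition. Benchmarks: no-enzyme and uninhibited controls.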
TbMetRS inhib: blocks T. brucei methionyl-tRNA synthetase activity. AID 624268. inhibition, % at 11.9 µM. purified T. brucei MetRS, ATP depletion, Kinase-Glo luminescence. 0.4% of 360,000 active;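 active = inhibition above a per-plate cutoff of the control wells' mean inhibition plus 3 SD, cut at about 5.5% in these data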;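 also: 0% = DMSO wells median and 100% = median of wells with control inhibitor compound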
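assay system = parasite MetRS enzyme | timing = 15 min preincubation, 2 h reaction, all 25 °C | evaluation = percent inhibition relative to median high and low control wells | medium = HEPES buffer containing pyrophosphatase, BSA, spermine, DTT | compound = single dose, 11.9 µM final nominal, 0.9% final DMSO | detection = Kinase-Glo luminescence, ATP depletion format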
Active calls of the source: *; i = inactive; x = not tested or not shown.

SMILES | Scp1 inh | SUMO1-SIM PPI | NRP1-CendR mod | SKN-1 block | DNMT1 block | NadD block | STEP block | Neddyl block | LMPTP block | TbMetRS inhib
Cc1cc(C)nc(N2CCC(C(=O)O)CC2)n1 | 7.5 | 4.1 | -5.1 | -7.7 | 5.7 | -0.5 | -3.5 | i | 0.3 | -1.2
CC(C)N(Cc1cc2ccccc2[nH]c1=O)C(=O)c1cccnc1 | 2.0 | -0.1 | 2.2 | -6.2 | 1.0 | 5.1 | 0.0 | i | -1.9 | -0.4
CCOC(=O)c1c(NC(=O)CSc2nnc(-c3ccco3)o2)sc(C)c1C | -10.4 | -6.2 | -2.6 | 6.2 | -5.7 | 9.5 | 5.8 | i | 4.8 | 0.2
COc1ccc(N(CC(=O)Nc2cc(C(=O)O)ccc2C)S(=O)(=O)c2c(C)noc2C)cc1 | -7.3 | 4.3 | -3.4 | -0.1 | 14.7 | 3.7 | -0.3 | i | -1.2 | -1.1
NC1=NC(=O)C(Cc2ccc(OC(F)(F)F)cc2)S1 (stereo not drawn) | -10.0 | 4.7 | 11.9 | 11.5 | 2.4 | -5.8 | -0.5 | i | -1.8 | -0.6
Cc1ccc(C(=O)NNC(=O)C2CCN(Cc3ccccc3)CC2)cc1 | -1.2 | -1.5 | 6.0 | -7.7 | 2.2 | -1.3 | -5.0 | i | -1.8 | -0.2
Cn1cccc1C(C#N)c1cccc(F)c1C#N (stereo not drawn) | -6.4 | -3.5 | 4.6 | 3.2 | -3.4 | -7.7 | -2.3 | i | -0.2 | -0.4
COc1ccc(-n2c(SC3CCOC3=O)nc3ccccc3c2=O)cc1OC (stereo not drawn) | 10.0 | 2.5 | -4.1 | 19.4 | 2.9 | -3.4 | -1.5 | i | -0.7 | -1.0
CSc1ccccc1NC(=O)Cn1nnc(-c2ccc(S(C)(=O)=O)cc2)n1 | -4.0 | -1.1 | -8.0 | 11.9 | 12.8 | 9.0 | 2.0 | i | 0.2 | -0.5
O=C(Nc1ccccc1C(F)(F)F)NC1CCCCC1 | 0.6 | 1.2 | -0.1 | -11.8 | 2.5 | -5.4 | 1.3 | i | -0.8 | -2.0
CC(CN1CCCC1)OC(=O)c1ccc(Cl)cc1Cl (stereo not drawn) | 0.1 | -3.3 | 2.1 | -0.2 | 12.9 | -3.0 | -0.7 | i | -1.8 | 1.1
Cc1ccsc1/C=C1/SC(=O)N(CC(=O)N2CCCC2)C1=O | -10.5 | -26.8 | 2.6 | 3.3 | -1.5 | -0.2 | -0.5 | i | 0.8 | -0.3
CC(OC(=O)C1COc2ccccc2O1)C(=O)c1ccccc1 (stereo not drawn) | x | -5.6 | 0.4 | -7.7 | 2.3 | -0.4 | -0.5 | i | 0.0 | 0.3
Cc1nnc(SCc2ccccn2)n(N)c1=O | 1.4 | 2.7 | 2.7 | -20.2 | 4.9 | -0.3 | -1.5 | i | -2.3 | 0.3
Cc1c(/C=C(\C#N)C(=O)NCc2ccccc2)cc(C#N)n1C | -4.9 | -16.2 | 0.7 | -3.1 | -1.1 | -7.6 | -0.6 | i | 1.1 | -0.9
O=[N+]([O-])c1cc(Cl)ccc1N1CCCCC1 | 8.1 | -16.4 | 0.1 | 10.8 | 0.1 | -5.6 | 0.7 | i | 1.4 | -0.4
COc1ccc(CNC(=O)Nc2nnc([C@H]3C[C@H](O)[C@@H](CO)O3)s2)cc1 | x | 4.6 | 1.3 | 9.5 | 0.2 | -1.0 | -1.5 | i | -0.8 | -0.3
CC(C)COc1ccc(C(=O)N/N=C/c2ccoc2)cc1 | 15.6 | 2.7 | 12.0 | 8.6 | 5.9 | -3.4 | -2.6 | i | 1.1 | -0.5
Cc1ccccc1-c1nnc(SCC(=O)Nc2c(C)n(C)n(-c3ccccc3)c2=O)o1 | -4.0 | -1.2 | 14.2 | -23.8 | -0.6 | 4.2 | -0.8 | i | -0.9 | -1.6
Cc1ccc(S(=O)(=O)c2c(C)cc(-c3ccccc3)[nH]c2=O)cc1 | -14.7 | 0.1 | 12.9 | 9.4 | 1.0 | -1.3 | -1.9 | x | -1.1 | -0.1
Cc1cc(=O)n(C)c(=O)n1CCCCCCN1CCCC1 | 4.1 | -0.3 | 15.7 | 4.1 | 3.1 | -6.6 | -1.2 | i | -0.8 | -0.3
O=C(CCN1C(=O)C2(OCCO2)c2ccccc21)c1ccccc1 | -14.5 | -1.5 | -15.9 | -2.0 | 2.2 | -4.7 | 0.2 | i | -0.7 | -1.2
CN(C(=O)c1cccc(NC(=O)Cc2ccc(NC(=O)C3CCCN(C(=O)CCc4ccccc4)C3)cc2)c1)C1CCCCC1 (stereo not drawn) | -8.3 | -0.2 | -26.2 | 6.3 | -9.3 | 12.8 | 0.9 | i | 2.5 | -0.8
Cc1cc(C)c2cc3c(N)c(C(=O)N4CCOCC4)sc3nc2c1 | 4.6 | -17.1 | -10.8 | -9.6 | -4.7 | 8.9 | 0.6 | i | 1.3 | 0.0

In another format: results already given.
Each structure is followed by: Scp1 inh, SUMO1-SIM PPI, NRP1-CendR mod, SKN-1 block, DNMT1 block, NadD block, STEP block, Neddyl block, LMPTP block, TbMetRS inhib
- CC(OC(=O)C1COc2ccccc2O1)C(=O)c1ccccc1 (stereo not drawn)
    x, -5.6, 0.4, -7.7, 2.3, -0.4, -0.5, i, 0.0, 0.3
- Cc1nnc(SCc2ccccn2)n(N)c1=O
    1.4, 2.7, 2.7, -20.2, 4.9, -0.3, -1.5, i, -2.3, 0.3
- Cc1c(/C=C(\C#N)C(=O)NCc2ccccc2)cc(C#N)n1C
    -4.9, -16.2, 0.7, -3.1, -1.1, -7.6, -0.6, i, 1.1, -0.9

Going on with the list:
SMILES | Scp1 inh | SUMO1-SIM PPI | NRP1-CendR mod | SKN-1 block | DNMT1 block | NadD block | STEP block | Neddyl block | LMPTP block | TbMetRS inhib
Cc1nnc(SCC(=O)Nc2cc(S(=O)(=O)N3CCOCC3)ccc2C)s1 | -2.8 | -0.3 | -6.1 | 14.3 | 0.2 | -0.7 | 0.2 | i | -0.3 | -0.6
COC(=O)c1cc2n(n1)CCN(Cc1ccc(OC)cc1)C2=O | -13.1 | -1.2 | 9.8 | -14.3 | -4.8 | -4.1 | 3.0 | i | -3.5 | -0.7
CCOC(=O)c1sc(NC(=O)c2ccccc2OC)nc1C | 9.2 | 20.9 | -20.5 | 1.6 | -17.9 | -3.4 | 0.3 | x | 0.8 | -0.4
C=CCOC(=O)C1=C(C)NC(C)=C(C(=O)OCC=C)C1c1ccco1 | 6.2 | 14.5 | 13.3 | 12.2 | 3.0 | -4.0 | 6.0 | i | 2.7 | 0.5
C/C(=N\N=C1\NC(=O)C(Cc2ccccc2)S1)c1ccccc1 (stereo not drawn) | -2.2 | -2.8 | 1.6 | 2.5 | 2.0 | 1.0 | -0.1 | i | 3.4 | -0.8
COc1ccc(C)cc1NC(=O)CSc1nnc(COc2ccccc2)n1Cc1ccco1 | -5.0 | 0.1 | -12.2 | -5.8 | -5.8 | -0.7 | 0.3 | i | 2.0 | -1.0
C=CCn1c(SCC(=O)c2cccs2)nc2sc(C)c(C)c2c1=O | -2.6 | -1.3 | -19.2 | 1.0 | 0.0 | -1.8 | 2.2 | i | 3.2 | 0.1
CCCCc1c(-c2ccccc2F)ncn1CCc1ccccc1OC | x | 9.2 | -6.4 | 13.2 | x | -0.4 | x | i | 5.3 | -0.2
N=C1C(c2nc3ccccc3c(=O)[nH]2)=C(O)CN1CCc1ccccc1 | 9.2 | -4.3 | -1.6 | 11.9 | 8.0 | 3.0 | 1.1 | i | 29.1 | 0.4
COc1cccc(CNC(=O)c2ccc(C)c(S(=O)(=O)N3CCOCC3)c2)c1 | 1.0 | -1.9 | -8.6 | -21.5 | 0.2 | -0.1 | 1.9 | i | -0.4 | 0.1
CCN(CC(=O)NCc1cccs1)S(=O)(=O)c1ccc(F)c(F)c1F | -2.7 | 0.0 | 9.8 | -4.0 | 1.7 | -2.5 | -0.8 | i | 0.5 | -0.2
COC(=O)C1=C(N)Oc2c(oc(CO)cc2=O)C1c1ccccc1F (stereo not drawn) | -1.1 | -0.1 | -10.7 | 8.4 | 2.4 | -4.3 | -4.8 | i | -0.4 | -0.1
COc1ccc(S(=O)(=O)NCc2ccccn2)cc1NC(=O)c1ccc(Cl)cc1 | 1.3 | -0.3 | 13.1 | 1.8 | -1.7 | -2.3 | -1.3 | i | -1.3 | -0.3
c1cc2c(c(NCc3ccncc3)c1)CCCC2 | -2.9 | 0.7 | 3.2 | -5.4 | -0.6 | -3.0 | -1.8 | i | -0.9 | 0.1
Oc1ccc2ccc(Cl)cc2c1 | 12.6 | -9.0 | -2.9 | -4.0 | -15.3 | 1.5 | -0.5 | i | 0.9 | -0.6
Cc1ccc(CNS(=O)(=O)c2cn(C)c(=O)n(C)c2=O)cc1 | -7.8 | 5.3 | -11.7 | 4.1 | -2.3 | -5.0 | 1.0 | i | -0.4 | -0.2
Oc1ccccc1C(=S)N1CCCC1 | -8.3 | -2.4 | 3.6 | 8.9 | -1.6 | 0.3 | 2.3 | i | -2.1 | -0.8
COc1ccc(CNC(=O)C2CCN(S(=O)(=O)c3ccc4c(c3)N(C(C)=O)CCO4)CC2)cc1 | 2.7 | 0.3 | 15.7 | -7.1 | 3.5 | -4.0 | 4.0 | i | -0.2 | 0.2
Cn1cc(Br)c(C(=O)Nc2c(F)c(F)c(F)c(F)c2F)n1 | 7.9 | 0.0 | -8.5 | 8.7 | 3.3 | -0.2 | -4.0 | i | 0.1 | 0.1
Cc1cc(C)c(OCC(=O)N/N=C/c2ccco2)c(C)c1 | 1.6 | -8.0 | -6.9 | -23.1 | -1.8 | -1.3 | -0.6 | i | -1.1 | -0.5
COc1ccc2[nH]c3c(c2c1)CCN1C(=O)C(CC(=O)NCCC2=CCCCC2)C[C@H](C(=O)N2CCCCC2)[C@@]31CCc1ccccc1 (stereo partly drawn) | 11.8 | -0.8 | 13.1 | -9.4 | 46.8 | 11.8 | 4.4 | i | 3.2 | 0.1
CCN(C)Cc1c(C(=O)N2CCc3ccccc3C2)nc2ccc(Cl)cn12 | 14.6 | 1.7 | 5.8 | 5.5 | -0.3 | -0.9 | -1.1 | i | -0.6 | -0.3
C=C(C)[C@@H]1CC=C(CN2CCN(Cc3ccccc3)CC2)CC1 | -3.0 | 2.1 | -5.9 | -15.1 | 0.0 | -9.2 | -2.1 | i | -3.9 | -0.7
CCNC(=O)C1CCCN(C(=O)c2ccc(C#N)cc2)CC1 (stereo not drawn) | x | -1.8 | -1.4 | 10.0 | 3.0 | 4.7 | -0.8 | i | -1.5 | -0.1
Cc1nn(C)c(C)c1NC(=O)c1ccccc1NC(=O)Nc1ccccc1 | -7.0 | -2.7 | 4.7 | -2.6 | 7.5 | 0.4 | -0.9 | i | -2.0 | -1.1
